Assay outcomes from PubChem.
Tau fibril FP: inhibitors of human tau fibril formation; 280,000 compounds, 0.39% hits; K18 P301L tau heparin fibrillization, Alexa594 FP, 6 h; Potency, µM (top dose mostly 57.7 µM), inactives show top-dose activity, negative = inhibition, most hits filed as inhibitors; P10636; AID 1468; also: % is scaled to controls: 0 for no effect and ±100 for the full control effect; nearly all actives have a fitted effect of over 55% in size
Target sequence (P10636 561-689 P618L limits assumed): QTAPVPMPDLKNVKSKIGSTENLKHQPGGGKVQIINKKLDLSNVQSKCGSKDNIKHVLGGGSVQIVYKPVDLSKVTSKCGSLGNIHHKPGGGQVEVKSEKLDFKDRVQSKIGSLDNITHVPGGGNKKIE
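Quantitative HTS format: compounds meet 15 uM recombinant K18 P301L tau and Alexa 594-tau tracer in 100 mM sodium acetate pH 7; 20 uM heparin triggers fibrillization at 37 C over 6 hr; FP gives the signal.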
Tau fibril ThT: inhibitors of human tau fibril formation, thioflavin T binding; P10636; recombinant tau K18 P301L, heparin-induced fibrillization, ThT fluorescence; Potency, µM (series often up to 57.4 µM), inactives show top-dose activity, negative = inhibition, usual class: inhibitors; 270,000 compounds, 2.1% hits; AID 1460; also: % is scaled to controls: 0 for no effect and ±100 for the full control effect; nearly all actives have a fitted effect of over 55% in size
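K18 P301L tau (15 uM + 0.24 uM Alexa 594-tagged), heparin 20 uM, NaOAc pH 7, 6 h 37 C; ThT 30 uM, 1 h RT, ex 450/em 510 nm.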
aGal spleen mod: inhibits or activates alpha-galactosidase in human spleen homogenate; P06280; human spleen homogenate, 4MU-alpha-Gal fluorescence, 40 min; Potency, µM (top dose mostly 80 µM), for inactives: top-dose activity change, negative = inhibition, usual class: inhibitors; 240,000 compounds, 0.008% hits; AID 2107;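 also: 0% = enzyme with vehicle and -100% = no enzyme basal signal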
Target sequence (P06280 32-429 limits assumed): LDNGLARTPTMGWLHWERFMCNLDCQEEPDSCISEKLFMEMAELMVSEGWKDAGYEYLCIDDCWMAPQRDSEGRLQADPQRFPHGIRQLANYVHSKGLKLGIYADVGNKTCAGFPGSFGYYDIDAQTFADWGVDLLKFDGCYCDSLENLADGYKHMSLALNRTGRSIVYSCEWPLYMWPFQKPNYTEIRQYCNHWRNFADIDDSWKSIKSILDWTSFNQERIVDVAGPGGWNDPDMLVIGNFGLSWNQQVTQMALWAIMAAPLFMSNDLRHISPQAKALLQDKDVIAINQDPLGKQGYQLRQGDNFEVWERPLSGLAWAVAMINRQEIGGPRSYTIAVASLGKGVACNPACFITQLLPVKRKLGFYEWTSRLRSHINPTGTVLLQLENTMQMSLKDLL
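qHTS titration in buffer at pH 5.0. Alpha-galactosidase activity in spleen homogenate was measured via 4-methylumbelliferone release from 1 mM fluorogenic substrate after 40 min at 37C and a pH 10 stop. AC50 came from Hill fits of control-normalized data.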
Tau fluor cs: counter-screen for tau fibril formation inhibitors; tau K18 P301L Alexa594 fluorescence, heparin fibrillization; Potency, µM (series often up to 57.7 µM), inactives show top-dose activity change, negative = decrease; 280,000 compounds, 0.93% hits; also: % is scaled to controls: 0 for no effect and ±100 for the full control effect; nearly all actives have a fitted effect of over 55% in size
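Human tau K18 P301L (15 uM unlabeled, 0.24 uM Alexa 594-labeled) in 100 mM sodium acetate pH 7 with 20 uM heparin, 6 hr at 37 C. ThT 30 uM added, 1 hr ambient; Alexa 594 FP and total fluorescence read at 555/632 nm.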
GAA glycogen mod: inhibitors or activators of human alpha-glucosidase glycogen cleavage | P10253 | recombinant GAA, glycogen substrate, Amplex Red glucose oxidase fluorescence | 300,000 compounds, 0.38% hits | AID 2100 | Potency, µM (titrated, usually from 76.4 µM), for the others: top-dose activity change, negative = inhibition, actives largely listed as inhibitors;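 also: 0% = full enzyme reaction and -100% = no-enzyme basal signal; the screen sought inhibitors and activators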
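Recombinant human alpha-glucosidase (4 nM final) hydrolysed bovine liver glycogen (30 ug) for 40 min at 37 C in pH 5.0 citrate/phosphate with 0.01% Tween-20. Released glucose detected by glucose oxidase/Amplex Red, Ex 573/Em 610 nm. Compounds up to 77 uM; AC50 from Hill fits.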
GAA inh: inhibitors of human lysosomal alpha-glucosidase. AID 1466. purified human GAA, 4-MU-alpha-glucoside fluorescence. 200,000 compounds, 0.005% hits. Potency, µM (doses to about 76.9 µM), without a hit: at the top dose activity change, negative = inhibition, usual class: inhibitors;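 also: plate controls were uninhibited enzyme wells for no effect and no-enzyme background for full effect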
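Activity normalized between no-enzyme (basal) and enzyme-only wells. Conditions: 4 nM human enzyme, 400 uM fluorogenic substrate, citrate/phosphate pH 5.0 with Tween-20, 20 min room temperature, compounds up to 77 uM.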
GAA spleen mod: inhibitors or activators of human alpha-glucosidase in spleen homogenate; P10253; human spleen homogenate, 4-MU-alpha-glucoside fluorescence; Potency, µM (highest dose often 79.9 µM), for the others: at the highest dose activity change, negative = inhibition, actives largely listed as inhibitors; 240,000 compounds, 0.006% hits;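 also: 0% = enzyme with vehicle and -100% = no enzyme basal signal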
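Human spleen homogenate (1 ug) incubated with compounds and 1 mM 4-methylumbelliferyl-alpha-D-glucopyranoside in pH 5.0 citrate/phosphate buffer, 37 C, 40 min. Stopped at pH 10; 4-MU fluorescence (Ex 365/Em 440 nm); AC50 by Hill fit.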
HTT ATP protect: protects HTT-Q103 PC12 cells, measured by ATP; PC12 HTT-Q103 induced, cytoprotection, ATP luminescence, 40 h; Potency, µM (highest dose often 56.4 µM), for inactives: cytoprotection (ATP increase), actives largely listed as activators; 230,000 compounds, 0.14% hits;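 also: % of control where 0% means no effect; nearly all actives have a fitted effect of over 45% in size; toxic huntingtin expression switched on by the ecdysone agonist tebufenozide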
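Quantitative HTS on tebufenozide-induced (100 nM) PC12 cells expressing HTTQ103 exon 1–GFP; compounds tested as a concentration series; survival measured via cellular ATP.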
The depositor's hits bear a star; ? = inconclusive; · = no result given; & = joins results of further samples; [ ] = another dose, or the depositor's remark. Calls follow the shape of the dose curve; as a rule, active = well fitted curve in the direction sought with a large enough effect; inconclusive = small, poorly fitted or top-dose-only effect, or another doubt; inactive = no such curve, though single readings can be large; an effect the other way counts as inactive or inconclusive. Potency is read from the fitted curve at half-maximal effect.

SMILES	Tau fibril FP	Tau fibril ThT	aGal spleen mod	Tau fluor cs	GAA glycogen mod	GAA inh	GAA spleen mod	HTT ATP protect
NC(=O)Cn1c(=O)n(-c2ccc(F)c(Cl)c2)c(=O)c2sc3ccccc3c21	-9.1%	-7.7%	·	-19.3%	-6.6%[76.3 µM]	·	·	·
CO/N=C/c1ccc(Sc2ccccc2N)c([N+](=O)[O-])c1	4.6%	?	-0.3%	28.2µM*[quencher]	-7.2%	-34.5%	-8.7%	7.4%
CC(C)CCNc1cc(=O)n(C)c(=O)n1C	2.5%	0.7%	6.2%	0.0%	8.0%	-5.9%	-3.1%	9.8%
COc1ccc(-c2csc3nc(-c4ccccc4F)oc(=O)c23)cc1OC	2.7%	?	0.1%	-16.9%	3.7%	-6.0%	-4.2%	-26.1%
Cc1cccc(NC(=O)CSc2ncnc3nc[nH]c23)c1	-0.4%	-8.6%	5.9%	-2.3%	3.3%	4.5%	3.2%	8.2%
COC(=O)[C@@]1(Cc2ccc(F)cc2)[C@H]2c3cc(C(=O)N4CCCC4)n(CCc4ccc(OC)c(Br)c4)c3C[C@H]2CN1C(=O)c1ccccc1	-9.5%	-9.9%	13.9%	-8.7%	·	·	10.8%	?
N/C(=N\OC(=O)CCC1CCCCC1)c1ccccn1	1.8%	-10.0%	1.5%	-3.0%	7.3%	6.2%	1.9%	-4.5%
Cc1oc(-c2ccccc2)[n+]([O-])c1C	-1.7%	-9.0%	-1.9%	-5.7%	0.8%	-4.3%	-2.5%	-2.1%[0.074 µM]
Nc1nc(-c2cccs2)c(NC(=O)c2ccccc2)s1	?	14.1µM*	-1.9%	?	20µM*	-4.8%	8.7%	2.4%[10 µM]
O=C(NCCC(=O)N1CCNC1=O)OCc1ccccc1	3.7%	-0.8%	-5.3%	-3.1%	4.0%	?	-11.3%	-10.1%
Cc1ccc(C)c(N2CCN(C(=O)Cc3ccc(-n4c(=O)[nH]c5ccsc5c4=O)cc3)CC2)c1	8.9%	3.1%	3.9%	2.3%	3.5%	2.6%	-7.0%	24.7%[10 µM]
CCCCNC(=O)N(CC)c1c(N)n(Cc2ccccc2)c(=O)[nH]c1=O	3.5%	7.0%	-7.0%	8.1%	8.1%	-5.6%	-2.9%	-25.1%

Next part; the last two above are carried over.
SMILES	Tau fibril FP	Tau fibril ThT	aGal spleen mod	Tau fluor cs	GAA glycogen mod	GAA inh	GAA spleen mod	HTT ATP protect
Cc1ccc(C)c(N2CCN(C(=O)Cc3ccc(-n4c(=O)[nH]c5ccsc5c4=O)cc3)CC2)c1	8.9%	3.1%	3.9%	2.3%	3.5%	2.6%	-7.0%	24.7%[10 µM]
CCCCNC(=O)N(CC)c1c(N)n(Cc2ccccc2)c(=O)[nH]c1=O	3.5%	7.0%	-7.0%	8.1%	8.1%	-5.6%	-2.9%	-25.1%
CCOC(=O)c1c(NC(=O)CSc2nnc(Cc3csc(N)n3)n2C)sc(C)c1C	4.1%	-15.8%	10.9%	-7.0%	-11.2%	?	14.6%	7.6%
C=CCn1c(SCC(=O)NCC)nnc1-c1cc2c(s1)CCC(CC)C2 (configuration not stated)	12.7%	-11.3%	-6.9%	5.3%	5.3%	?	-5.4%	·
Cc1cc(C)n2nc(C(=O)N/N=C/c3ccccc3Cl)nc2n1	-7.5%	?	-7.6%	-8.4%	3.4%	-6.3%	-2.2%	1.6%[10 µM]
CN(C)C(=O)c1ccccc1Sc1ccc(Cl)cc1Cl	12.2%	?	9.2%	-12.7%	-4.1%	3.8%	3.0%	-12.1%
Cc1nn(Cc2ccccc2Cl)c(C)c1NC(=O)c1ccn(C)n1	3.5%	7.4%	8.5%	9.4%	-1.7%	0.9%	9.3%	·
COC(=O)c1ccc(CO/N=C(\NC(C)=O)c2nonc2NC(C)=O)cc1	-8.8%	-10.9%	-1.8%	-13.7%	10.5%	0.4%	-2.9%	8.6%[10 µM]
Cc1ccc(S(=O)(=O)c2cc(C#N)c(=O)[nH]c2N)cc1	-3.6%	-3.7%	2.9%	4.3%	4.5%	2.5%	-4.7%	4.3%
CC1SC(c2ccc(Cl)cc2)NC1=O (configuration not stated)	-6.9%	-17.2%	-10.2%	-6.0%	-4.3%	7.5%	-5.6%	-15.7%[1.9 µM]
COc1ccc(OC)c(C2=C[N+](=O)C(C)(C)C(C)(C)N2[O-])c1	-7.2%	-1.3%	-6.1%	2.7%	-3.4%	-4.3%	-18.1%	-4.5%[0.074 µM]
O=C1NC(=O)c2cc(NC(=O)C3COc4ccccc4O3)ccc21 (configuration not stated)	0.4%	0.9%	2.3%	-5.9%	0.1%	2.4%	-0.5%	-53.3%
COC(=O)CCC(=O)NNC(=O)CCCOc1ccc(Cl)cc1Cl	-7.1%	0.2%	-5.7%	-4.3%	2.9%	2.8%	-2.7%	7.3%
CSc1nc(Cc2ccccc2)cc(=O)[nH]1	-5.1%	-3.9%	-9.4%	-1.3%	16.3%	6.3%	-5.5%	37.7%[10 µM]
COc1cccc(-n2c(-c3ccc4[nH]c(C)c(C)c4c3)n[nH]c2=S)c1	4.3%	-2.8%	9.9%	-12.4%	-2.8%	7.9%	1.3%	-57.7%[inhibitor]
C=C(C)CN=C1SC(C(=O)Nc2sc3c(c2C(=O)OC)CCC3)C(N)=C1C(N)=O (configuration not stated)	7.7%	?	4.3%	?	-14.8%	6.8%	-2.4%	-34.8%[10 µM]
CCNC(=S)NCc1ccc(OC)c(OC)c1	-12.3%	-2.8%	-1.3%	1.7%	23.9%	?	2.4%	-3.5%[10 µM]
CCOC(=O)c1cnn(-c2ccccc2)c1-n1cccc1C(=O)C(=O)Nc1ccccc1C(F)(F)F	-4.0%	-7.6%	11.1%	-17.2%	-6.4%	-11.1%	2.7%	-19.4%
O=C(CSc1ccc(Cl)cc1)Nc1cccc(-c2nc3ncccc3o2)c1	?	-1.2%	2.6%	?	10.8%	1.1%	-6.5%	8.1%
Nc1ccc(C(=O)OCCCc2nc3ccccc3[nH]2)cc1	-2.0%	-0.8%	-0.1%	-1.8%	-2.1%	-5.9%	-2.7%	-20.8%
CCOC(=O)c1c(NC(=O)C(C)S(=O)(=O)c2cn(CC)c3ccccc23)sc2c1CCCC2 (configuration not stated)	5.7%	-14.3%	-3.7%	-18.4%	-5.7%	-8.9%	2.0%	·
CCN(CC)CC(=O)c1c[nH]c2ccc(OC)cc12	16.4%	-23.3%	-8.7%	-29.7%	18.3%	8.0%	2.4%	11.8%
CCN(CC)S(=O)(=O)c1cccc(NC(=O)CCSc2ccc(Cl)cc2)c1	-18.5%	0.6%	-13.7%	?	-8.6%	-11.4%	-0.1%	41.4%[10 µM]
S=c1[nH]nc(CNc2cccc(Cl)c2)o1	0.2%	-8.6%	-7.5%	5.6%	1.3%	5.9%	-0.7%	·
O=S(=O)(c1cccc(C(F)(F)F)c1)N1CCCC1c1cccnc1 (configuration not stated)	-9.8%	-13.6%	4.1%	-14.8%	3.8%	-11.8%	-0.8%	-5.7%[10 µM]
CC1(OC(=O)C2CCCC2)C(=O)C=C2C=C(c3ccsc3)N(Cc3ccco3)C=C2C1=O (configuration not stated)	-4.4%[11.6 µM]	?	-2.2%[17.5 µM]	-13.9%[11.6 µM]	10.2%	·	-2.4%[17.4 µM]	1.6%&-27.1%[10 µM]

2 compounds from above with just HTT ATP protect.
| SMILES | HTT ATP protect |
| --- | --- |
| CCOC(=O)c1cnn(-c2ccccc2)c1-n1cccc1C(=O)C(=O)Nc1ccccc1C(F)(F)F | -19.4% |
| O=S(=O)(c1cccc(C(F)(F)F)c1)N1CCCC1c1cccnc1 (configuration not stated) | -5.7%[10 µM] |

New compounds follow.
SMILES	Tau fibril FP	Tau fibril ThT	aGal spleen mod	Tau fluor cs	GAA glycogen mod	GAA inh	GAA spleen mod	HTT ATP protect
COc1ccc(Br)cc1CNC(=O)C1CCN(c2nnc(-n3cccc3CNc3ccc(C)cc3)s2)CC1	9.8%	-10.6%	·	-25.5%	11.9%[76.3 µM]	·	·	·
NC(=O)C1CCN(C(=O)c2cc(S(=O)(=O)N3CCOCC3)ccc2Cl)CC1	0.2%	6.6%	-5.1%	9.8%	0.1%	-0.9%	5.8%	-15.7%
COc1ccccc1NC(=S)NC(=O)c1ccc(Cn2cc(Br)cn2)cc1	-6.6%	5.2%	2.7%	-13.0%	11.3%	-2.9%	0.6%	11.3%[10 µM]
CCOc1cc(CNC(=O)c2ccc(Cn3c(=O)c4cccn4c4cccnc43)cc2)ccc1OC	?	0.7%	·	-22.0%	-3.1%[76.3 µM]	·	·	·
Cc1c(C(=O)NCc2ccccc2)oc2ccc(S(=O)(=O)N3CCCC3)cc12	2.2%	-8.7%	3.3%	-15.2%	5.6%	-1.3%[15.4 µM]	2.0%	-18.0%
CC(C)(C)c1cc(CN2CCOCC2)c(C(=O)O)o1	-3.7%	-6.0%	-21.5%	-1.9%	3.1%	-11.0%	-15.2%	-22.4%[10 µM]
CCCOc1ccc(C(=O)Nc2cccc(NC(=O)c3cccc(Cl)c3)c2)cc1	?	2.7%	·	-20.3%	17.0%[76.3 µM]	·	·	·
Cc1cc(C(=O)N/N=C/c2ccc(-c3ccccc3Cl)o2)n[nH]1	-7.8%	?	3.0%	-15.9%	2.9%	12.7%	-1.6%	-7.3%[10 µM]
CC1CCCC(NC(=O)COC(=O)c2ccccc2NC(=O)c2ccco2)C1C (configuration not stated)	-0.9%	-15.6%	7.9%	-14.2%	-12.8%	-9.8%	12.4%	-20.1%
CCC1(C)Cc2c(sc3[nH]c(=S)n(Cc4ccccc4)c(=O)c23)CO1 (configuration not stated)	6.6%	-19.0%	2.8%	?	-5.6%	3.0%	-3.0%	-57.8%[inhibitor]
O=C(c1ccccc1)C1CN(Cc2ccccc2)CCC1(O)c1ccccc1 (configuration not stated)	6.8%	?	-4.9%	-20.9%	0.1%	11.3%	3.6%	-9.8%[10 µM]
CCOC(=O)C1CCCN(C(=O)c2cccs2)C1 (configuration not stated)	5.5%	-2.8%	0.5%	2.0%	2.1%	-3.4%	-5.0%	-0.5%[1.9 µM]
CCCCN1C(=S)NC[C@@H]1Cc1ccccc1	3.7%	-5.0%	-1.2%	-5.0%	14.9%	·	0.5%	13.1%[10 µM]
